Assay outcomes from PubChem BioAssay.
APJ ag: activates the human apelin receptor APJ; CHO-K1 APJ PathHunter beta-arrestin, luminescence; 0% DMSO wells, 100% apelin; actives 0.11% (n = 330,000); P35414; AID 2520; activation, % at 20 µM;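 active = activation more than six SD over the plate average, tested at 20 µM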;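 note: 0% = DMSO alone and 100% = apelin-13 at 10 nM; some results filed as inactive read as strong as hits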
Target sequence (P35414 whole entry, looked up): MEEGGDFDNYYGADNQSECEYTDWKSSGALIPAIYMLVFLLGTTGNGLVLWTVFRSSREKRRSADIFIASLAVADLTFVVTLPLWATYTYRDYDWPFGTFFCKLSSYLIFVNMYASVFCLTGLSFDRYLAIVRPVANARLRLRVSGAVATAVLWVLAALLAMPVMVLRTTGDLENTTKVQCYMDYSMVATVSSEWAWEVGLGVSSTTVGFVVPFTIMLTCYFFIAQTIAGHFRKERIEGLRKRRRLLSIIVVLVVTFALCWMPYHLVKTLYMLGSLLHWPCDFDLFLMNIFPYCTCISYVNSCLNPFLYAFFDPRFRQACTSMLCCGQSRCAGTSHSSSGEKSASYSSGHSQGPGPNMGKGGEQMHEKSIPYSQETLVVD
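Test system – PathHunter CHO-K1 APJ (AGTRL-1) beta-arrestin reporter cells · Input – 1000 cells/well · Compound – single test compound dose, 20 µM final, 1% DMSO · Times – compound stimulation 90 min at 25 °C, detection 60 min · Technique – beta-gal luminescence · Read-out basis – APJ–arrestin association signal · Control set – negative DMSO alone, positive Apelin-13 at 10 nM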
ATG4B inh: ATG4B (human) cysteine protease inhibition; inhibition, % at 8.33 µM; actives 0.51% (n = 340,000); ATG4B cleavage of LC3-PLA2, NBD-HPC fluorescence, 1 h; Q9Y4P1; in the data active = inhibition above about 40%
Gli-Sufu block: Gli-Sufu pathway antagonism | Sufu-KO-LIGHT fibroblasts, Gli luciferase reporter luminescence | inhibition, % at 5 µM | actives 0.74% (n = 340,000);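 active = inhibition above about 55%, limit read from the data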;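 note: 0% = DMSO-treated cells and 100% = wells with medium but no cells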
CCR6 antagonist: blocks CCL20-driven beta-arrestin recruitment at human CCR6; CHO-K1 CCR6 PathHunter beta-arrestin, luminescence, CCL20-stimulated; P51684; inhibition, % at 20 µM; actives 0.49% (n = 340,000);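 active = compounds whose inhibition of the agonist-driven luminescence signal at 20 µM reaches about 50%, limit read from the data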;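 note: cells stimulated with CCL20 at 14 nM final; plate controls were DMSO with CCL20 for no effect and DMSO without agonist for full effect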
UBC13 polyUb: human UBC13 polyubiquitination inhibition | P61088 | UBC13 polyubiquitin chain formation, TR-FRET | inhibition, % at 20 µM | actives 0.47% (n = 330,000); in the data active = inhibition above about 45%, passing the limit was not always enough
Target sequence (P61088 whole entry, looked up): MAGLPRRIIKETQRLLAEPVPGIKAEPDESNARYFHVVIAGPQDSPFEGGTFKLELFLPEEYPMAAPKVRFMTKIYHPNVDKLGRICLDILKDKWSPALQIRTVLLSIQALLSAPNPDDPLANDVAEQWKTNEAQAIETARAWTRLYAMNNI
APJ antag: antagonists of human APJ apelin receptor; CHO-K1 APJ beta-arrestin complementation, luminescence; inhibition, % at 20 µM; actives 0.32% (n = 330,000); AID 2521;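 active = inhibition above about 40% at 20 µM, limit read from the data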;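 note: cells challenged with 10 nM apelin-13 agonist together with compound; plate controls were apelin-13 plus DMSO wells for no effect and DMSO wells lacking apelin-13 for full effect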
CXCR6 block: inhibitors of human CXCR6 receptor. O00574. CHO-K1 PathHunter CXCR6 beta-arrestin, luminescence. inhibition, % at 20 µM. actives 0.36% (n = 360,000); in the data active = inhibition above about 34%, passing the limit was not always enough;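 note: antagonist mode with CXCL16 agonist at 10 nM final; 0% = 10 nM CXCL16 with DMSO and 100% = unstimulated wells without agonist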
EBI2 block: EBI2 (human) antagonism; P32249; EBI2 beta-arrestin recruitment, luminescence, 7a,25-OHC stimulated; inhibition, % at 5 µM; actives 0.81% (n = 360,000); AID 651636; in the data active = inhibition above about 38%;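 note: enzyme fragment complementation signal reports receptor beta-arrestin coupling in cells; 0% = agonist plus DMSO wells and 100% = wells without agonist; some results beyond the cut were filed as inactive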
Target sequence (P32249 whole entry, looked up, the tested form may be a part): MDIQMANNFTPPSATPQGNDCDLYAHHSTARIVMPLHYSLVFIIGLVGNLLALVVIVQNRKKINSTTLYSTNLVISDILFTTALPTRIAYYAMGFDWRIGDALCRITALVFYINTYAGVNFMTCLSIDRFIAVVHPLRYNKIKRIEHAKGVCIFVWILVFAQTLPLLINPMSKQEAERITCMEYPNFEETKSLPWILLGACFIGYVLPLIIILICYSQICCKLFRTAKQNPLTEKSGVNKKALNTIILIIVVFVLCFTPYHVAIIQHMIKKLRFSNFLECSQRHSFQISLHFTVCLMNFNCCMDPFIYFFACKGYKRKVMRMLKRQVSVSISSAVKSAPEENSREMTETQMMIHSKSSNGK
* hit, by the source's call; . = no result given.

| SMILES | APJ antag | CXCR6 block | Gli-Sufu block | ATG4B inh | UBC13 polyUb | APJ ag | EBI2 block | CCR6 antagonist |
| --- | --- | --- | --- | --- | --- | --- | --- | --- |
| Cn1c(=O)c([N+](=O)[O-])c(NC2CCS(=O)(=O)C2)c2ccccc21 (stereo not drawn) | 22.1 | 1.1 | -9.3 | -2.2 | 5.0 | -5.4 | -9.4 | 6.8 |
| COCCNC(=S)N/N=C/c1c(C)[nH]c2ccccc12 | -5.7 | 0.6 | 2.7 | -5.1 | 0.7 | -1.1 | 0.9 | -2.2 |
| Nc1cc(=O)[nH]c(SCC(=O)Nc2ccc(S(=O)(=O)N3CCCCC3)cc2)n1 | 3.4 | 3.0 | 0.0 | -1.9 | 4.5 | -2.9 | -3.1 | -3.9 |
| O=C(NCCc1ccc(C(F)(F)F)cc1)C1CCC(=O)N(CCc2cccc(F)c2)C1 (stereo not drawn) | -6.0 | 7.2 | 1.8 | -0.5 | 8.3 | -8.0 | 6.9 | 2.5 |
| Cc1ccc(-c2nnc(CCC(=O)NCC3C4CC5CC(C4)CC3C5)o2)s1 (stereo not drawn) | -0.6 | 2.8 | -3.0 | 18.5 | -0.9 | -2.8 | 6.5 | 19.6 |
| CCn1c(=S)[nH]c2nc3c(cc2c1=O)CCCC3 | 15.0 | 0.0 | -6.7 | 0.8 | 31.1 | 0.2 | -14.9 | 1.3 |
| CN1CCN(C(=O)C2CCN(c3ncnc4c3nc3n4CCCCC3)CC2)CC1 | -29.9 | -8.4 | 37.7 | 9.7 | 86.0* | -2.2 | -4.4 | 15.2 |
| O=C(Nc1ccc(N2CCOCC2)nc1)c1ccc(F)cc1 | 16.9 | -5.0 | -17.7 | -5.6 | 1.4 | 0.3 | -1.9 | -8.5 |
| CC1(C)CC(=O)C2=C(C1)OC(N)=C(C#N)[C@@]21C(=O)N(CC(N)=O)c2ccccc21 | -1.1 | -3.4 | 3.2 | 1.5 | -7.7 | -2.7 | 2.5 | -24.1 |
| COc1ccc(/C=N/N(Cc2ccccc2)c2ccccc2)cc1O | -8.3 | 5.0 | -3.2 | 18.0 | -13.5 | -1.9 | 16.9 | 20.0 |
| CCOc1ccc2nc(SCC(=O)NC3CCS(=O)(=O)C3)[nH]c2c1 (stereo not drawn) | 12.3 | 3.7 | 4.2 | -0.3 | 4.6 | -0.5 | -4.0 | -7.1 |
| Cc1c(C(=O)/C=C/N(C)C)nnn1-c1ccc(Cl)c(Cl)c1 | 9.6 | 9.1 | -4.6 | 8.9 | -1.5 | -0.9 | 5.0 | -0.3 |
| COc1ccc(Oc2ccc(C(F)(F)F)cc2NC(=O)c2ccc(C)cc2)cc1 | -1.6 | 3.8 | -0.8 | 3.0 | -2.7 | -4.5 | 17.5 | 25.6 |
| CC(C)(C)OC(=O)[C@H](Cc1ccccc1)NC(=O)c1nc[nH]c1C(=O)NC1CCN(C(=O)OC(C)(C)C)CC1 | 5.1 | 1.5 | -4.9 | -5.7 | -13.4 | 9.4 | 5.0 | -15.6 |
| Cc1nc2scc(-c3ccccc3)c2c(=O)o1 | 9.3 | -4.5 | 2.4 | -5.8 | 4.4 | -3.9 | -4.7 | -7.4 |

| SMILES | APJ antag | CXCR6 block | Gli-Sufu block | ATG4B inh | UBC13 polyUb | APJ ag | EBI2 block | CCR6 antagonist |
| --- | --- | --- | --- | --- | --- | --- | --- | --- |
| CC(=O)C(Cc1ccccc1)NC(=O)COC(=O)CCN1C(=O)C2CC=CCC2C1=O (stereo not drawn) | -7.5 | -6.3 | -9.7 | 3.8 | -7.5 | 7.2 | -0.7 | -12.9 |
| O=C1C2CCCCN2C(=O)N1CCCCN1CCN(c2ccc([N+](=O)[O-])cc2)CC1 (stereo not drawn) | -11.8 | 3.2 | 16.2 | -2.6 | -12.2 | -2.0 | 5.3 | 9.0 |
| O=C1NC(c2cccc([N+](=O)[O-])c2)=CCN1c1ccccc1O | -5.1 | 3.7 | 6.3 | 6.0 | 7.2 | -1.3 | -7.5 | -4.3 |
| O=C(Nc1ccccc1)c1ccc(NCC2CCCO2)c(S(=O)(=O)N2CCOCC2)c1 (stereo not drawn) | -16.6 | -7.6 | 0.8 | -12.6 | 0.4 | 0.2 | 2.9 | -3.6 |
| Cc1cc(NC(=O)c2sc3ccccc3c2O)no1 | -89.5 | -24.5 | -64.8 | -1.4 | 7.6 | 17.5 | -20.0 | -9.4 |
| N#Cc1cc(S(=O)(=O)N2CCOCC2)ccc1N1CCOCC1 | 5.3 | -11.9 | 16.0 | 1.2 | 5.0 | 1.9 | -8.5 | -3.3 |
| O=C1C=CC(=O)N1c1ccc(Nc2ccccc2)cc1 | . | 8.8 | 10.7 | 0.1 | . | . | -13.1 | 9.7 |
| COC(=O)C(Cc1ccc(OC(=O)c2ccccc2Cl)cc1)N1Cc2ccccc2C1=O (stereo not drawn) | 13.6 | 9.3 | -61.9 | 82.6* | 7.8 | 0.2 | 17.8 | 35.8 |
| CC(=O)Nc1ccc(/C=C(\C#N)C(=O)NC2CCCCC2)cc1 | -3.9 | -3.9 | 3.3 | -3.0 | -6.0 | -3.9 | 8.6 | 6.1 |
| CSc1ccc(CN2CCN(C3CCCC3)C(CCO)C2)cc1 (stereo not drawn) | 1.5 | -0.2 | 26.1 | -6.8 | 6.2 | -1.2 | -0.4 | 9.3 |
| S=C(NC1CCCCCC1)NC1CCCC1 | 1.5 | -4.7 | 2.0 | -0.8 | 8.9 | -3.5 | -3.2 | 20.2 |
| CCc1cccc2c1NC(=O)C2(O)N1CCCC(C)C1 (stereo not drawn) | 13.1 | 2.7 | -1.3 | 0.9 | 7.0 | -1.8 | -3.5 | 0.5 |
| C=CCN1C(=O)/C(=C\c2ccc(Oc3nc(N4CCOCC4)nc(N4CCOCC4)n3)c(OC)c2)SC1=S | -0.5 | 0.3 | 28.6 | -1.4 | -8.4 | 0.0 | 19.4 | -1.7 |
| COc1ccc(C2C(C(=O)N3CCOCC3)CCC(=O)N2c2ccc(OC)cc2)cc1 (stereo not drawn) | 26.5 | -15.8 | -1.7 | -11.5 | -2.8 | 5.6 | -7.2 | 8.4 |
| Cc1ccc(NC(=O)c2ccc(F)cc2)nc1 | -0.3 | -2.3 | -78.0 | -8.9 | -13.7 | -2.4 | -5.7 | 2.6 |

| SMILES | APJ antag | CXCR6 block | Gli-Sufu block | ATG4B inh | UBC13 polyUb | APJ ag | EBI2 block | CCR6 antagonist |
| --- | --- | --- | --- | --- | --- | --- | --- | --- |
| CC(C)C(NC(=O)c1ccccc1F)C(=O)NCCCn1ccnc1 (stereo not drawn) | -8.7 | -10.3 | -14.3 | -4.4 | 9.2 | -1.4 | -3.7 | 11.3 |
| O=C(CSc1nc(Nc2ccccc2)nc(N2CCOCC2)n1)Nc1ccccc1Cl | -14.1 | -3.0 | 7.4 | -8.3 | -2.7 | -0.4 | 17.9 | 8.6 |
| Cc1cc(F)ccc1NCC(=O)Nc1ccccc1Br | -13.5 | 1.9 | -15.8 | 6.4 | -1.0 | 0.3 | -6.6 | 6.0 |
| CC(C)c1ccc(-c2nnc(N)s2)cc1 | 15.6 | -2.1 | -22.1 | 7.8 | -9.8 | -0.6 | -22.8 | -5.8 |
| CCN(CC)CCNCc1ccc(OCc2ccc(Cl)nc2)c(OC)c1 | 8.5 | -10.8 | 2.0 | -1.9 | 7.6 | -0.9 | -14.1 | -4.8 |
| CCOC(=O)N1CCN(CC(=O)Nc2nc3ccc(OC)cc3s2)CC1 | -8.7 | -5.6 | 3.5 | -0.3 | -5.6 | -1.5 | 9.2 | 17.6 |
| Cc1ccnc(NC(=O)Cc2c(F)cccc2Cl)c1 | 5.8 | 4.9 | -7.3 | 0.9 | -3.2 | 0.7 | 3.6 | 7.9 |
| COc1ccc(NS(=O)(=O)c2ccc(NC(=S)NC(=O)CC(C)C)cc2)cc1 | -0.6 | 2.0 | 3.3 | -12.2 | -5.6 | -1.9 | 4.9 | 23.7 |
| COc1cc(C(=O)OCC(=O)NC(=O)C2CCCCC2)ccc1OC(F)F | 6.0 | 0.6 | -1.4 | -8.1 | -1.5 | -2.7 | -5.0 | -5.8 |
| O=C(Cc1cnc2ncnn2c1)N1CCc2c([nH]c3ccccc23)C1c1ccccn1 (stereo not drawn) | -14.2 | 2.0 | 23.1 | 17.9 | -18.1 | -1.7 | 7.6 | 14.9 |
| CC(C)N(C(=O)COC(=O)[C@@H]1CC(O)CN1S(=O)(=O)c1ccccc1[N+](=O)[O-])C(C)C (stereo partly drawn) | 1.7 | -6.9 | 10.1 | -9.2 | -4.8 | -1.1 | -5.6 | -7.5 |
| CC(=O)Nc1ccc(S(=O)(=O)N2CCC(NC(=O)c3ccccc3)CC2)cc1 | -10.8 | -4.7 | -0.9 | -2.7 | 20.3 | 1.4 | -17.9 | -1.9 |
| NC(=S)Nc1nc2ccccc2s1 | 36.6 | 1.4 | -1.8 | -13.9 | 15.3 | 0.4 | -1.1 | 13.9 |
| O=c1[nH]c(/C=C\c2ccccc2F)nc(O)c1[N+](=O)[O-] | 27.7 | 7.5 | -2.4 | -2.3 | -17.9 | -1.6 | 3.3 | 14.8 |
| CCC(C)NC(=O)C1(N2C(=O)c3ccccc3C2=O)CCCC1 (stereo not drawn) | . | -5.1 | 3.0 | -1.6 | . | . | 4.0 | 2.1 |

| SMILES | APJ antag | CXCR6 block | Gli-Sufu block | ATG4B inh | UBC13 polyUb | APJ ag | EBI2 block | CCR6 antagonist |
| --- | --- | --- | --- | --- | --- | --- | --- | --- |
| CCOC(=O)C1=C(C)NC(C)=C(C(=O)OCC)C1c1ccc(O)cc1 | 7.3 | -0.3 | 4.5 | -3.0 | 8.7 | -0.3 | -4.5 | 2.6 |
| CC(C)NC(=O)c1ccccc1NS(=O)(=O)c1ccc(Br)s1 | 15.9 | 2.6 | 4.4 | 6.1 | -3.1 | -0.1 | 3.6 | 13.7 |
| COC(=O)[C@H](CC(C)C)NC(=O)NCCCc1ccccc1 | -8.0 | 1.9 | -1.7 | -2.2 | 5.8 | 0.4 | 6.5 | 9.3 |
| COc1ccc(N2CCN(Cc3cc(=O)oc4ccc5ccccc5c34)CC2)cc1 | 13.3 | -1.1 | -1.3 | 2.5 | -4.3 | -3.4 | 17.0 | 7.7 |
| CCCCCOc1ccc(NC(=O)C(=O)NCCCn2ccnc2)cc1 | -3.3 | 0.4 | 27.4 | -16.6 | -12.8 | 3.8 | -13.3 | 7.1 |
| COc1cc(CN2CCC(CO)(Cc3cccc(C(F)(F)F)c3)CC2)ccc1F | 15.0 | -2.1 | -3.8 | 12.1 | 28.1 | -5.7 | -3.6 | 22.0 |
| COc1ccc(CNC(=O)C2CCCN(c3nn4c(=O)cc(C)nc4s3)C2)cc1 (stereo not drawn) | -15.0 | -1.7 | 1.1 | -9.1 | -2.1 | -2.7 | -8.5 | 5.1 |
| CCc1nc(OCC(=O)c2ccccc2)c(C#N)c2c1COC(C)(C)C2 | -3.7 | -0.5 | -0.9 | -13.7 | 2.5 | -1.0 | -9.8 | 6.7 |
| Cc1ccc2nc(-c3ccc(NC(=O)CN4CCN(C(=O)c5ccco5)CC4)cc3)sc2c1 | 19.0 | 15.8 | -75.8 | -10.2 | 3.8 | 1.6 | 12.0 | 20.4 |
| CC(=O)NS(=O)(=O)c1ccc(NC(=O)/C=C/c2ccccc2Cl)cc1 | 4.4 | 0.9 | 10.7 | -8.7 | -11.1 | -6.4 | -10.5 | 19.5 |
| O=C(O)C1CC=CCC1C(=O)Nc1ccc2c(c1)CCC2 (stereo not drawn) | -33.2 | -2.8 | 3.9 | 2.4 | -7.1 | -3.3 | -3.9 | 14.2 |
| CC(NC(=O)COC(=O)CCc1ccc(S(=O)(=O)N2CCOCC2)cc1)C1CC2CCC1C2 (stereo not drawn) | 6.3 | 0.7 | -1.7 | -5.4 | 1.5 | 0.8 | 2.2 | 6.6 |
| CCN(C(=O)COC(=O)/C=C/c1ccccc1[N+](=O)[O-])C1CCS(=O)(=O)C1 (stereo not drawn) | 7.7 | -1.2 | 0.6 | -6.5 | -13.1 | 1.2 | -8.1 | 2.4 |
| O=C(c1ccco1)N1CCN(C23CC4CC(CC(C4)C2)C3)CC1 | -14.0 | 5.6 | 4.8 | 0.7 | 4.3 | -4.4 | -11.3 | -0.5 |
